TDP1 inh: qHTS Assay for Inhibitors of Tyrosyl-DNA Phosphodiesterase (TDP1); recombinant TDP1, AlphaScreen DNA substrate cleavage; Potency, µM (doses to about 130 µM), inactives show at the top dose activity change, negative = inhibition, most hits filed as inhibitors; 350,000 tested, 0.28% active; also: nearly all actives have a fitted effect of over 40% in size
Target sequence (Q9NUW8 whole entry, looked up): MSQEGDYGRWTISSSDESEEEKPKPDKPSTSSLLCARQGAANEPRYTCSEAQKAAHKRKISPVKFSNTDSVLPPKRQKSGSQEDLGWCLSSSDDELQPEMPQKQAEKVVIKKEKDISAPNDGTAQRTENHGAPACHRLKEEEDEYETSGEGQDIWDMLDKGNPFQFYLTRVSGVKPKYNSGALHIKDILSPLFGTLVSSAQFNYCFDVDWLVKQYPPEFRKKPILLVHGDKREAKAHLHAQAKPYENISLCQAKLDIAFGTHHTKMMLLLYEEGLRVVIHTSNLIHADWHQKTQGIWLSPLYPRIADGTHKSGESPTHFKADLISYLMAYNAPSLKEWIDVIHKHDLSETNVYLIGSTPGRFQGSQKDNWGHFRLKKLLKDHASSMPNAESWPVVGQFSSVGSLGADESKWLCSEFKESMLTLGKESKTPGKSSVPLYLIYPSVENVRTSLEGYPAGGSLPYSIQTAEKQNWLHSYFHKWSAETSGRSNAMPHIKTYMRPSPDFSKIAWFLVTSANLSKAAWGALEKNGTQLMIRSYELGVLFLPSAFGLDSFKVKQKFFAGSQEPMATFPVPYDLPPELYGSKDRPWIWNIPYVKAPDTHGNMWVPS
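Recombinant human Tdp1 (E. coli-expressed, 1 nM final) preincubated with compounds 15 min at room temperature, then 5'-biotin/3'-phosphotyrosine-FITC DNA substrate (15 nM final) added for 5 min. AlphaScreen beads (10 ug/ml final) added 10 min; cleavage lowers signal.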
N370S GC mod: qHTS Assay for Inhibitors and Activators of N370S glucocerebrosidase as a Potential Chaperone Treatment of Gaucher Disease; Potency, µM (highest dose often 59.4 µM), for the others: at the highest dose activity change, negative = inhibition, usual class: inhibitors; N370S GC spleen homogenate, 4MU-glucoside fluorescence; AID 2101, 2009; Lysosomal acid glucosylceramidase (Homo sapiens), P04062; 330,000 tested, 0.092% active;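 also: 0% = full enzyme activity and -100% = no enzyme basal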
FEN1 inhibitor: qHTS Assay for the Inhibitors of Human Flap endonuclease 1 (FEN1). P39748. Recombinant FEN1 flap cleavage, fluorescence, 15 min. Potency, µM (series often up to 114 µM), inactives show at the top dose activity change, negative = inhibition, most hits filed as inhibitors. 390,000 tested, 0.35% active. AID 588795, 2011; also: nearly all actives have a fitted effect of over 65% in size
Target sequence (P39748 whole entry, looked up): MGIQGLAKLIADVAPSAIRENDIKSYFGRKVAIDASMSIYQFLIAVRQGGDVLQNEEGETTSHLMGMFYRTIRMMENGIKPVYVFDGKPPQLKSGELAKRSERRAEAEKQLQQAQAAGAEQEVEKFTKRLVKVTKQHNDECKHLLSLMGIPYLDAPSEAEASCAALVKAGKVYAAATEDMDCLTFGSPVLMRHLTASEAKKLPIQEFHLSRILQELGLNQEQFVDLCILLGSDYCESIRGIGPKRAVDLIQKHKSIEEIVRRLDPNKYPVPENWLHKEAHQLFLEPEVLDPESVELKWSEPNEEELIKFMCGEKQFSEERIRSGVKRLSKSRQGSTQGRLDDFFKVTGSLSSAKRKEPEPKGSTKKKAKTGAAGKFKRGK
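Steps: FEN1 (10 nM) dispensed; compound added by pin tool; 15 min at room temperature; substrate added to 50 nM final; reads at 0 min and 15 min; data normalized and fitted (four-parameter Hill).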
* hit, by the source's call; ? = inconclusive; / = no result given; & = joins results of further samples; [ ] = remark or other dose. Calls follow the shape of the dose curve; as a rule, active = well fitted curve in the direction sought with a large enough effect; inconclusive = small, poorly fitted or top-dose-only effect, or another doubt; inactive = no such curve, though single readings can be large; an effect the other way counts as inactive or inconclusive. Unless noted, % is scaled to controls: 0 for no effect and ±100 for the full control effect; potency is read from the fitted curve at half-maximal effect.

SMILES	TDP1 inh	N370S GC mod	FEN1 inhibitor
CCS(=O)(=O)c1ccc(O)c(NC(=O)CC2(CC(=O)O)CCCC2)c1	3.9%	6.3%	9.0%
Cc1cc(Cl)ccc1OCCCC(=O)OCC(=O)c1c(N)n(C)c(=O)n(C)c1=O	2.7%	-1.4%	-22.2%
CCOC(=O)C(NC(=O)NCc1ccccc1OC)(OCC)C(F)(F)F (stereo not given)	0.0%	-18.2%	-4.3%
COc1ccc(OC)c(CN2CCCCCC2)c1	/	0.7%	-10.6%
Cc1ccc2c(c1)C(c1ccc(F)cc1)N(C(=O)c1ccccc1Br)CC(=O)N2 (stereo not given)	/	-14.3%	11.3%
CCN(CC)c1ccc(C(=O)c2ccccc2C(=O)O)c(O)c1	2.6%	11.5%	-7.6%
CCN(CC)C(=O)COc1ccc(Br)cc1Cl	4.5%	2.9%	-10.4%
Cc1cccc(N(C)c2nc3ccc(C(=O)c4ccccc4)cc3n3c(C)nnc23)c1	-2.8%	/	10.8%
CCNC(=S)NNC(=O)Cn1nc(C)cc1C	1.0%	6.7%	8.7%
O=C(CCNC(=O)c1ccccc1Cl)NCCc1ccc(Cl)cc1	/	-20.2%	6.2%
CC1(C)CC(=O)C2=C(C1)Nc1ccccc1NC2c1ccc(F)cc1 (stereo not given)	6.2%	-3.9%	15.2%
Oc1c(CNc2ccccc2)cc(COCc2ccccc2)c2cccnc12	1.5%	/	?
Cc1cc2ncn(/N=C/c3ccc([N+](=O)[O-])o3)c2cc1C	9.9%	-1.8%	-4.8%
CCOc1ncccc1C(=O)NCc1ccc(OC)c(OC)c1	0.0%	1.9%	0.5%
CCCCCC(=O)N[C@@H](c1ccccc1)[C@@H](O)C(=O)O[C@H]1C[C@@]2(O)[C@@H](OC(=O)c3ccccc3)C3[C@](C)(C(=O)[C@H](OC(C)=O)C(=C1C)C2(C)C)[C@@H](O)C[C@H]1OC[C@@]31OC(C)=O (stereo not given in full)	/	-16.9%	8.7%
CCOC(=O)C1CCN(CC(O)COc2ccc(C(C)=O)cc2)CC1 (stereo not given)	0.0%	2.8%	0.7%
CCCCOC(=O)/C=C/c1c(C)[nH]c(=O)[nH]c1=O	0.0%	-10.8%	-2.3%
CCOc1ccc(-n2cc(C(=O)NCc3ccco3)c3cc(OC)c(OC)cc3c2=O)cc1	3.8%	7.4%	-3.7%
CCOC(=O)c1c2ccc(OCC(=O)N/N=C/c3ccc(Cl)cc3)cc2n2ccccc12	-1.0%	-16.1%[12.8 µM]	/
COc1ccc(N2C(=O)c3cc4ccccc4cc3C2=O)cc1	/	-1.1%	20.8%
Cc1cc(C)c2c(=O)[nH]c(SCc3ccccc3C)nc2n1	-1.2%	1.3%	-1.8%
CCC(=O)OCc1cc(=O)oc2ccc3ccccc3c12	7.3%	?	-10.5%
C=CCn1c(SCC(=O)NCC(c2ccccc2)N(C)C)nnc1C1CCCCC1 (stereo not given)	0.2%	/	22.7%
Cc1ccccc1OCC(=O)OCc1cc(=O)n2nc(C3CC3)sc2n1	7.1%	/	2.9%
Cc1cnc(CNc2ccnc(-c3ccccc3Cl)n2)cn1	11.3%[56.1 µM]	?	/

Reprinted from the part before: 2 compounds, followed by the next part.
SMILES	TDP1 inh	N370S GC mod	FEN1 inhibitor
Cc1ccccc1OCC(=O)OCc1cc(=O)n2nc(C3CC3)sc2n1	7.1%	/	2.9%
Cc1cnc(CNc2ccnc(-c3ccccc3Cl)n2)cn1	11.3%[56.1 µM]	?	/
O=C(Nc1ccnn1C1CCN(C(=O)c2ccc(Cl)cc2)CC1)C1CC1	1.7%	-1.0%	-19.4%
Fc1ccc(OCc2nnc(SCCN3CCOCC3)o2)cc1	-4.9%	4.7%	-6.7%
COC(=O)c1sc(NC(=O)/C=C/c2ccccc2Cl)nc1C	-7.9%	-9.4%	8.3%
CC(CNC(=O)CCn1c(=O)c2cccn2c2ccc(F)cc21)c1ccccc1 (stereo not given)	5.2%&0.0%	3.5%	16.7%&-3.8%
OC(COc1ccc(CN2CCSCC2)cc1)CN1CCCCC1 (stereo not given)	1.2%	-3.3%	-11.6%
Cc1ccnc(N/C=C(/NC(=O)c2ccccc2)C(=O)NN)n1	4.7%	11.6%	-16.3%
Cc1onc(-c2c(Cl)cccc2Cl)c1C(=O)c1c[nH]c(C(=O)NCC2CCCO2)c1 (stereo not given)	8.8%	5.4%	4.2%
c1ccc(CNc2ncnc3sc4c(c23)CCCC4)nc1	2.5%	6.5%	4.9%
O=C(Nc1ccccc1)NC1CCN(CCCN2C(=O)c3ccccc3C2=O)CC1	0.0%	27.7%	8.3%
CCO[C@@H]1OC(C(=O)N2CCOCC2)=C[C@H](C)[C@H]1CCCO	3.8%	-5.2%	-1.0%
O=C(Nc1ccccc1)c1ccccc1OCc1cccc([N+](=O)[O-])c1	2.7%	?	-20.3%
COc1ccc2c(C)cc(SCn3nnc4ccccc4c3=O)nc2c1	1.9%	4.9%	1.3%
O=C(CCc1nnc2n(Cc3ccccc3Cl)c(=O)c3ccccc3n12)NCCCN1CCOCC1	4.5%	-4.3%	-4.5%
O=C(O)c1ccccc1-c1c2ccc(=O)cc-2oc2cc(O)ccc12	29.2%&24.5%	-7.9%&-18.5%	/
Nc1nc2c(nc(Sc3ccc(Cl)cc3)n2C2OC(CO)C(O)C2O)c(=O)[nH]1 (stereo not given)	9.7%[56.1 µM]	1.5%	/
CCS(=O)(=O)C1=NN2C(=N)/C(=C\c3ccc(OS(=O)(=O)c4ccccc4)cc3)C(=O)N=C2S1	2.0%	11.5%	-15.7%
CCOC(=O)C1=C(C)NC(=O)NC1c1ccc2c(c1)OCO2 (stereo not given)	-5.6%	13.8%	-6.3%
O=C(COc1ccccc1F)N1N=C(c2cccs2)CC1c1ccco1 (stereo not given)	-7.0%	-4.5%	-13.1%
CCOCCCn1c(=S)[nH]c2cc(C(=O)N3CCC(C(N)=O)CC3)ccc2c1=O	0.9%	6.8%	-4.1%
Cc1ccc(S(=O)(=O)C(C#N)c2nc3ccccc3nc2N2CCC(C)CC2)cc1 (stereo not given)	-4.1%	26.0%	-14.2%
CCOC(=O)C1CCCN(C(=O)c2cc3c(OC)c(OC)c(OC)cc3[nH]2)C1 (stereo not given)	/	0.6%	4.7%
CCN(CC)C(=O)C1=C(C)NC(=O)NC1c1ccccc1F (stereo not given)	0.0%	3.8%	/
O=C(NCCc1ccccc1)Nc1cccc(Cl)c1	0.0%	2.2%	-11.4%
COc1ccc(CC(=O)Nc2ccc3c(c2)OCO3)cc1S(=O)(=O)N1CCOCC1	4.9%	5.6%	-10.9%
CCc1cccc(C)c1NC(=O)CCCn1nc(C)c2sc3ccccc3c2c1=O	2.9%	/	1.5%

Profiles as entered above.
Listed for CCOC(=O)C(NC(=O)NCc1ccccc1OC)(OCC)C(F)(F)F (stereo not given) = TDP1 inh = 0.0%; N370S GC mod = -18.2%; FEN1 inhibitor = -4.3%
Listed for O=C(COc1ccccc1F)N1N=C(c2cccs2)CC1c1ccco1 (stereo not given) = TDP1 inh = -7.0%; N370S GC mod = -4.5%; FEN1 inhibitor = -13.1%

More compounds follow:
SMILES	TDP1 inh	N370S GC mod	FEN1 inhibitor
COC(=O)C(NC(=O)c1ccccc1Cl)(Nc1ncc(S(=O)(=O)c2ccc([N+](=O)[O-])cc2)s1)C(F)(F)F (stereo not given)	5.1%	16.1%	-4.9%
Cc1cccc(-c2nc3sc(C)cc3c(=O)o2)c1	4.8%	-3.5%	2.1%
O=C(CC1Oc2ccccc2NC1=O)NCCCN1CCN(Cc2ccccc2)CC1 (stereo not given)	-2.9%	-5.8%	0.8%
CC(=O)N(CCc1ccccc1)Cc1cc2ccc(C)c(C)c2[nH]c1=O	/	?	2.3%
Cc1c(Cl)cccc1NS(=O)(=O)c1ccc(-c2ccc(=O)[nH]n2)o1	1.3%	-17.1%	4.2%
CCOC(=O)C(C)Sc1nc2c(c(=O)[nH]c(=O)n2C)n1Cc1ccc(Cl)cc1 (stereo not given)	2.1%	-9.0%	-13.3%
CCOc1ccc(S(=O)(=O)NCCCN2CCOCC2)cc1	-1.0%	3.2%	-0.7%
O=c1c(C/C=C/c2ccccc2)c(O)ccn1Cc1ccc(Cl)cc1Cl	5.1%	9.3%	0.4%
COc1cc(/C=C(/C(=O)c2cccs2)c2nc3ccccc3[nH]2)ccc1O	-2.9%	-2.9%	-1.8%
COc1cccc(-c2nc(-c3ccc4c(c3)-c3ccccc3S4(=O)=O)c(-c3ccccc3)[nH]2)c1OC	-0.4%[56.1 µM]	4.9%	-0.4%
NS(=O)(=O)c1ccc(NC(=O)c2ccc3c(c2)OCO3)cc1	/	1.0%	2.4%
Cc1cccc(NC(=O)Cn2c(=O)n(CCCCCC(=O)NCc3ccccc3)c(=O)c3sccc32)c1	-0.9%	/	12.5%
NS(=O)(=O)c1ccc(NC(=O)CSc2nc3ccccc3[nH]2)cc1	5.8%	7.1%	-4.2%
CC1CCc2c(sc(NC(=O)CSc3nc4c(c(C(F)(F)F)n3)CCc3ccccc3-4)c2C(N)=O)C1 (stereo not given)	1.8%	0.6%	-5.9%
COc1ccc(-n2c(COc3cccc(C)c3)nnc2SCC(=O)O)cc1	5.2%	-16.4%	-0.1%
COc1cc2c(cc1/C=C1/NC(=O)N(c3ccccc3)C1=O)OCO2	-4.7%	3.8%	-6.3%
O=C(CCN1C(=O)/C(=C/c2cccs2)SC1=S)Nc1ccccn1	5.3%	6.9%	-2.3%
COc1cc2cnc(-c3ccccc3)c(C(=O)c3ccc(OCc4ccccc4)cc3)c2cc1OC	2.8%[56.1 µM]	/	-2.8%
CC1(C)CC(=O)C(C2C3=C(CC(C)(C)CC3=O)Oc3ccc4ccccc4c32)C(=O)C1 (stereo not given)	5.1%	?	4.8%
CCN(C(=O)COC(=O)c1ccc(C)c(S(=O)(=O)N2CCCCC2)c1)C1CCS(=O)(=O)C1 (stereo not given)	/	-0.7%	5.8%
CCOC(=O)Cn1c(=NC(=O)c2ccc([N+](=O)[O-])s2)sc2ccccc21	4.2%	3.0%	13.2%
[O-][n+]1onc2c1CCc1nnc(-c3ccccc3)cc1-2	7.2%	5.2%	1.2%
COc1ccccc1C(=O)N(Cc1ccccc1)c1ccc(C)cc1	0.0%	-12.8%	4.7%
CCCN(CC(=O)Nc1ccccc1C)C(=O)Cc1n[nH]c(=O)c2ccccc12	0.6%[56.1 µM]	/	-5.4%
O=C1c2ccsc2SCCN1Cc1cccc(Cl)c1	5.0%	2.2%	16.8%

Structures from the list above that have bromine (2):
SMILES	TDP1 inh	N370S GC mod	FEN1 inhibitor
Cc1ccc2c(c1)C(c1ccc(F)cc1)N(C(=O)c1ccccc1Br)CC(=O)N2 (stereo not given)	/	-14.3%	11.3%
CCN(CC)C(=O)COc1ccc(Br)cc1Cl	4.5%	2.9%	-10.4%

More entries follow:
SMILES	TDP1 inh	N370S GC mod	FEN1 inhibitor
CC(=O)Nc1ccc(S(=O)(=O)N(CCCN2CCOCC2)Cc2cccs2)cc1	0.0%	-4.6%	-10.0%
O=C(NCC1CCN(C(=O)c2ccc([N+](=O)[O-])cc2)CC1)c1ccc([N+](=O)[O-])cc1	/	-6.6%	0.7%
O=C(Cn1cnc2ccccc21)Nc1ccc(SC(F)F)cc1	3.6%	1.0%	-20.5%
COc1ccc(CCNC(=O)C2=C(C)C(=O)OC23CCCCC3)c(OC)c1OC	1.2%	/	-3.2%
C=CCOc1cccc(C(=O)N2CCCC(CNS(=O)(=O)c3cccs3)C2)c1 (stereo not given)	2.4%	-7.5%	13.4%
COC(=O)c1ccc(C2C=C(c3ccc(Cl)cc3)Nc3nc4ccccc4n32)cc1 (stereo not given)	8.5%	/	12.5%
O=C1CCN(Cc2ccccc2)CCN1CCO	/	1.5%	14.2%&1.0%
COc1ccc(/C=C2\Sc3ccc(C(=O)NCc4cccnc4)cc3N(C)C2=O)cc1OC	7.9%	-19.9%	-6.7%
O=C(N/N=C/c1c[nH]c2ccccc12)c1cc(Br)ccc1O	/	-4.0%	10.1%
COc1ccc(CCN(Cc2cc3ccc(C)cc3[nH]c2=O)C(C)=O)cc1OC	5.6%	14.4%	1.8%
CC(C)CCN1CC(=O)N2Cc3[nH]c4ccccc4c3C[C@H]2C1=O	/	-6.4%	-4.1%
O=c1c2c3nc4ccccc4nc3n(-c3ccc4c(c3)OCCO4)c2ncn1C1CCCC1	4.2%	-22.1%	-11.0%
Cc1ccc(S(=O)(=O)N2CCOCC2)cc1N/N=C(\C#N)c1nc2ccccc2[nH]1	2.7%	22.5%	-9.5%

Source: PubChem (National Center for Advancing Translational Sciences (NCATS))

Outcome played no part in choosing rows. Share with any hit: about 0.57%.
